Source: PubChem
SR-BI uptake up – activators of SR-BI mediated DiI-HDL uptake, primary screen, ldlA[mSR-BI] CHO cells, DiI fluorescence; 3 h; 100 = double the neutral-control signal; activation, % at 12.5 µM; 320,000 compounds, 0.096% hits; AID 504775, 2011;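 active = mean replicate activation of at least 60% and every replicate at or above 60%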;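 also: 0% = median plate neutral-control signal and 100% = twice that signal; values of inactives mirror those of a sister screen read the other way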
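Material – SR-BI-overexpressing, LDLR-lacking CHO cells · Medium – BSA-supplemented, HEPES-buffered Ham's F12, pH 7.4 · Doses – single concentration · Times – compound with DiI-HDL co-incubation, 3 h at 37 °C · Measured by – bottom-read fluorescence, 550/595 nm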
PvdQ inh – P. aeruginosa PvdQ acylase inhibitors, primary screen, biochemical, fluorescence, plate reader and imaging, single point; PvdQ acylase [Pseudomonas aeruginosa LESB58]; purified PvdQ acylase; inhibition, % at 10 µM; 340,000 compounds, 0.063% hits; AID 488965, 2010; in the data active = inhibition above about 30%, passing the limit was not always enough;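 also: 0% = vehicle neutral wells and 100% = reference inhibitor wells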
MITF TRPM1 HTS – activators of MITF-driven TRPM1 promoter reporter, primary screen, cell-based, SK-MEL-5, luciferase, single point; SK-MEL-5 TRPM1-promoter luciferase, 24 h; % of positive control, neutral wells = 0; activation, % at 12.5 µM; 300,000 compounds, 0.75% hits;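 active = mean activation of at least 80% with every replicate also reaching 80%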;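 also: 0% = neutral control wells and 100% = parthenolide positive control wells; values of inactives mirror those of a sister screen read the other way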
cardiac RTF act – cardiac RTF calcium sensitivity activators, primary screen, biochemical, IANBD-TnC fluorescence, EC20 calcium. 340,000 compounds, 0.24% hits. AID 493008, 2010. activation, % at 7.2 µM. IANBD-labeled TnC RTF fluorescence at EC20 calcium; 0% EC20 calcium, 100% full calcium. Troponin I, cardiac muscle (Homo sapiens) + Troponin T, cardiac muscle (Homo sapiens) + …;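 active = activation above the mean over all tested compounds plus 3 SD, cut at about 30% in these data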;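 also: rise in fluorescence read as greater calcium sensitivity of cardiac thin filaments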
HTR5A ag ctr – HTR5A agonists in luminescence cell assay, primary screen, counter-screen for OPRM1-OPRD1 heterodimer agonist project, full-deck HTS | 340,000 compounds, 0.61% hits | activation, % at 9.3 µM | AID 504692, 2011 | cell-based; in the data active = activation mostly above about 9.5%, no sharp cut-off; inactive = mostly below about 7.6%;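 also: 0% = cells with vehicle only and 100% = reference agonist; strong numbers were not always called active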
dFosB activator – activators of delta FosB homodimer, primary screen, biochemical, fluorescence polarization, TAMRA-CDK5 oligo, single point; Protein FosB (Mus musculus), P13346; purified delta FosB; percent of positive-control signal above neutral wells; activation, % at 25 µM; 340,000 compounds, 0.99% hits;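 active = mean activation above about 17%, with every replicate also reaching it, limit read from the data, passing the limit was not always enough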;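 also: fluorescence polarization rise as delta FosB binds a TAMRA Cdk5 AP-1 oligo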
Target sequence (P13346 whole entry, looked up): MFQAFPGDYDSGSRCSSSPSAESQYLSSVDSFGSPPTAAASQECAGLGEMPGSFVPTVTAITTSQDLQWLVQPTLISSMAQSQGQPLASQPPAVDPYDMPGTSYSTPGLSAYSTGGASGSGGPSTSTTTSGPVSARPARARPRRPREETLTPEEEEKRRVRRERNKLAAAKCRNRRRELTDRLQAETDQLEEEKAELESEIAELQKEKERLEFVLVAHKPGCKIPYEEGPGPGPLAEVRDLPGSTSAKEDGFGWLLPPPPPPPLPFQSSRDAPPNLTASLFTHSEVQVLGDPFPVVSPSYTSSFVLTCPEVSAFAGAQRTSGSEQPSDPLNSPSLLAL
SR-BI HDL uptake – inhibitors of SR-BI mediated HDL lipid uptake, primary screen, ldlA[mSR-BI] cells, fluorescence, single point. 320,000 compounds, 0.96% hits. Scavenger receptor class B member 1 (Mus musculus), Q61009. inhibition, % at 12.5 µM. ldlA[mSR-BI] CHO cells, DiI-HDL uptake fluorescence, 3 h. AID 488896, 2010;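 active = mean replicate inhibition of at least 70% and a set share of replicates each scoring 70 or more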;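 also: 0% = median of neutral control wells and 100% = median of positive control wells; values of inactives mirror those of a sister screen read the other way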
Rtt109 HAT inh – inhibitors of C. albicans Rtt109/Vps75 HAT, primary screen, biochemical, ThioGlo CoA-SH fluorescence, plate reader; purified Rtt109/Vps75, 4 h; Histone acetyltransferase RTT109 (Candida albicans (strain SC5314 / ATCC MYA-2876)), …; 330,000 compounds, 0.16% hits; inhibition, % at 34.9 µM;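 active = inhibition of at least 50% in every replicate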
Wnt bcat act – Wnt/beta-catenin pathway activators, primary screen, cell-based, plate reader, single point; AID 743398, 2014; 300,000 compounds, 1.2% hits; activation, % at 9.35 µM; Wnt/beta-catenin reporter cell assay, activator; in the data active = activation above about 30%, passing the limit was not always enough;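 also: 0% = neutral control wells and 100% = positive control wells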
CDK5 inh – inhibitors of human CDK5/p35 kinase, primary screen, biochemical, single concentration; Recombinant CDK5/p35, ADP-Glo luminescence, 60 min; Cyclin-dependent kinase 5 (Homo sapiens) + Cyclin-dependent kinase 5 activator 1 (Homo …; inhibition, % at 10 µM; AID 488839, 2010; 330,000 compounds, 0.01% hits;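 active = highest replicate inhibition of at least 50% and at least 75% of replicates reaching 50%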;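 also: plate controls were DMSO neutral control for no effect and GW8510 at 10 µM for full effect; many of its hits are not listed in these tables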
Target sequence (Q00535 whole entry, looked up): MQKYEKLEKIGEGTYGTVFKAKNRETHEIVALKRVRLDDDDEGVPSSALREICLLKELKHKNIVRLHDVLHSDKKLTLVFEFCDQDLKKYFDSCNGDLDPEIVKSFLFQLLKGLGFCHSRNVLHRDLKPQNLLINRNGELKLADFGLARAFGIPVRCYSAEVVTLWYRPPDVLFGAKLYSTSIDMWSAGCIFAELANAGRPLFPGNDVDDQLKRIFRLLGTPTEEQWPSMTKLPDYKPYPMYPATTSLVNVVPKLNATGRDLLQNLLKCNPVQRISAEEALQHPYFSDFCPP
Target sequence (Q15078 whole entry, looked up): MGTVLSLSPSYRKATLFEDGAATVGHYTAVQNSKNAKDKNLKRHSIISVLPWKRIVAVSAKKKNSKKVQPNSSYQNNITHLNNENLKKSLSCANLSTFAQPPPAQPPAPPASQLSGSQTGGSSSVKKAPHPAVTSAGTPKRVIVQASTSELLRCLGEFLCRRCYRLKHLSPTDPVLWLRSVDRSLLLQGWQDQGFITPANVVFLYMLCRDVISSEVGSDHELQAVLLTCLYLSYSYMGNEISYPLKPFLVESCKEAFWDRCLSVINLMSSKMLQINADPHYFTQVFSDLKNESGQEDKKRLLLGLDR
An asterisk follows results filed as active; · = not tested or not shown; & = joins results of further samples. The order is random; overall some 4.4% were active at least once.

Every second line gives: SR-BI uptake up, PvdQ inh, MITF TRPM1 HTS, cardiac RTF act, HTR5A ag ctr, dFosB activator, SR-BI HDL uptake, Rtt109 HAT inh, Wnt bcat act, CDK5 inh
> C=CCOc1ccc2c(c1)c(S(=O)(=O)c1ccc(C)cc1)cn2COC
  -16, -10, 3, 3, 3, -18, 16, -30, ·, -6.6
> O=[N+]([O-])c1ccc(/C([O-])=C(/C(=S)Nc2ccccc2F)[n+]2ccccc2)cc1
  -13, -4, 0, 2, 1, -1, 13, -7, 4, -2.1
> Cc1ccc(NC(=O)c2ccc(C#CC3(O)CCCCC3)cc2)cc1C
  -55, -11, 4, -1, 0, -9, 55, -2, -1, 0.8
> O=C(CCc1nnc2ccc(NCc3ccco3)nn12)Nc1cccc(F)c1
  ·, 13, 9, -2, -1, -7, 22, -7, -1, 0.6
> CCOC(=O)/C=C1\Nc2ccccc2OC1=O
  30, -13, -11, 1, -1, 3, -30, 0, 12, -3.1
> COc1ccc(-c2nc3n(c2C)CCC3)cc1
  12, -12, 51, 9, -1, 1, -12, 9, -1, -1.0
> Cc1cccc2sc(N(CCCN(C)C)C(=O)c3ccco3)nc12
  ·, -7, 16, -1, 0, -21, ·, 4, 1, 0.8
> COC(=O)c1sc(NC(=S)NC(=O)c2ccc(C)cc2)nc1C
  18, -7, ·, 2, -3, 10, -18, 2, -1, 0.4
> Cc1ccccc1OCC(=O)Nc1ccc(C(=O)Nc2ccccc2C(=O)O)cc1
  5, -16, -8, -4, 9, -10, -5, -3, 2, 2.5
> O=C(Nc1ccc(F)c(F)c1)c1ccco1
  15, -1, 8, 3, 3, 0, -15, 7, 19, 0.4
> S=c1[nH]nc(-c2cc(-c3ccco3)[nH]n2)n1-c1cccc2ccccc12
  9, -10, 23, 1, 3, -4, -9, -6, -4, 2.8
> Cc1ccccc1-n1c(=O)n(Cc2ccco2)c(=O)c2[nH]cnc21
  21, -9, -9, -2, -7, 0, -21, 3, -3, 1.2
> O=C1c2ccccc2-c2ncnc3c(N4CCOCC4)cc(N4CCOCC4)c1c23
  -33, -2, -6, 2, 0, -4, 33, 3, -2, 0.5
> CC(OC(=O)c1ccc(Cl)cc1O)C(=O)NCCC1=CCCCC1 (stereo not drawn)
  4, 9, -3, -7, 3, 3, -4, 2, -2, -0.2
> CCN(CC)S(=O)(=O)c1ccc(N/N=C/c2ccccc2OCC(=O)O)c([N+](=O)[O-])c1
  -2, 14, 1, -1, -1, 0, 2, 10, 2, -0.1
> CCOC(=O)c1c(C)[nH]c(O)c1C=Nc1ccc(C(F)(F)F)cc1
  -3, -6, 4, 15, -2, -5, 3, -1, ·, 0.7
> S=c1[nH]nc(NCCc2ccccc2)s1
  21, 9, 19, 3, -6, 4, -21, 14, -2, 3.7
> COc1ccc(C(CNC(=O)CNC(=O)c2cccc(C)c2)N2CCCCC2)cc1 (stereo not drawn)
  ·, -9, 1, -3, -2, -8, ·, -6, -1, -0.4
> O=C(CCNC(=O)Cn1ccc2ccccc2c1=O)NCCc1ccc(Cl)cc1
  -11, -16, 2, 2, 0, 33*, 11, -15, -2, 2.0
> CCCCNC(=O)CSc1nc2ccc(N3CCOCC3)cc2c(=O)n1CCc1ccccc1
  -21, 12, -19, -17, 3, -1, 21, 0, 8, 0.0
> CCc1nn(C(C)C(=O)N2CCc3ccccc3C2)c(=O)c2cc3occc3n12 (stereo not drawn)
  -1, 3, -5, 1, -6, -8, 1, 3, ·, -2.5
> Oc1cccc(/C=N/Nc2cccc3cccnc23)c1
  -14, -10, -4, -6, -4, -9, 14, 4, 14, 1.7
> C=CCn1c(SCC(=O)Nc2ncc(Cc3ccc(C)c(Cl)c3)s2)nnc1-c1ccncc1
  10, 13, 11, 3, -1, -8, -10, 11, ·, 1.3
> Oc1ccc(Cl)cc1-c1cc(-c2ccccc2Cl)[nH]n1
  ·, 9, ·, -3, 1, -7, ·, -9, ·, -1.4
> O=C(NS(=O)(=O)Nc1ccccc1)C1=C(N2CCCC2)COC1=O
  27, -3, 1, -4, 1, -6, -27, -4, 5, 0.0
> Clc1ccc(OCCSc2ncccn2)c2ccccc12
  -9, 8, 41, -3, -3, -4, 9, 2, 14, 2.2
> Cc1ccc2c(CC(=O)NNC(=O)c3ccccc3)coc2c1
  5, -10, -9, -2, 0, -7, -5, ·, ·, 1.8
> COc1ccc(/C=N/NC(=O)c2[nH]c3ccc(C)cc3c2-c2ccccc2)c(C(=O)O)c1OC
  11, 6, -10, -5, -3, -5, -11, 2, 0, -0.9
> O=C(N/N=C/c1c[nH]c2ccc(Br)cc12)c1ccc2c(c1)OCO2
  2, -3, -2, 1, 0, -8, -2, 32, 1, -1.4
> CCn1cc([N+](=O)[O-])c(C(=O)N2N=C(c3ccc(O)c(OC)c3)CC2c2ccccc2O)n1 (stereo not drawn)
  -18, 23, -16, 1, 3, -2, 18, -2, 0, 2.3
> CCOC(=O)Cc1nnc(NCc2ccccc2)c2ccccc12
  -16, -14, -13, 6, -4, -5, 16, 0, 2, -0.4
> CCOC(=O)c1cnn(-c2ccccc2)c1-c1ccccc1
  -8, -15, -7, 2, -1, -9, 8, 3, ·, 1.5
> N=C1/C(=C\c2ccc(OC(=O)c3ccco3)cc2)C(=O)N=C2SC=NN12
  -6, 9, -2, 5, -1, -9, 6, ·, 2, 0.0
> CC(C)C(OC(=O)/C=C/c1ccc2c(c1)OCO2)C(=O)NC(N)=O (stereo not drawn)
  19, 8, -5, -3, 2, 6, -19, -8, -2, -0.4
> Cc1ccc(C(=O)N/C(=C/c2ccco2)C(=O)N2CCOCC2)cc1
  6, -9, 1, -3, -3, 0, -6, 5, 0, 1.1
> CCc1ccc(NC(=O)COC(=O)/C(=C/c2ccccc2OC)c2ccccc2)cc1
  18, -5, 11, 3, -2, -5, -18, -6, 5, 0.5
> COc1ccc(Br)cc1C(=O)NC(=S)Nc1c(C)n(C)n(-c2ccccc2)c1=O
  1, -3, ·, 7, 3, -5, -1, -8, 1, 0.4
> CCCCCN(C(=O)CCCSc1nncs1)c1c(N)n(CCCC)c(=O)[nH]c1=O
  20, -6, -4, 1, 6, -12, -20, -9, 0, -1.5
> CCOc1ccc(/C=N/NC(=O)Cc2csc(Nc3cccc(C(F)(F)F)c3)n2)c(OCC)c1
  -81, -5, 8, 4, -1, -4, 81*, -2, ·, -1.4
> Oc1ccc(COCc2ccccc2)c2cccnc12
  -22&-6, 13&10, -25, -4, 5, 0, 22&6, 9&16, 1, 0.9
> CCn1ncc(S(=O)(=O)NCc2ccco2)c1C
  30, -18, -1, 1, 2, 1, -30, -22, -4, 0.2
> Cc1ccc(C(=O)CCC(=O)OCC(=O)NNC(=O)c2ccc([N+](=O)[O-])cc2)cc1
  -6, 5, 4, -3, -3, -2, 6, 8, -2, -0.2
> N#Cc1ccccc1NC(=O)CSc1n[nH]c(-c2ccco2)n1
  11, -9, -5, 6, 2, -1, -11, -1, -3, 0.7
> O=C(Oc1nsnc1N1CCOCC1)c1ccccc1
  40, -4, -5, -7, 0, 0, -40, -5, 5, -1.7
> CCCOC(=O)CN1C(=O)c2ccccc2C1=O
  1, -10, 10, 9, 0, -8, -1, 10, -1, 0.8
> Cc1sc2ncnc(OCc3nnc(-c4cccs4)o3)c2c1C
  13, -5, -9, -5, 6, -10, -13, 3, -1, -0.9
> CC(C)Cn1c(SCC(=O)Nc2cccc(S(N)(=O)=O)c2)nc2ccccc2c1=O
  -4, 0, -3, 1, 6, -21, 4, 6, 0, -0.2
> CCC(CC)NC(=O)c1cccc(Oc2ccccc2)c1
  -6, -12, 5, 8, -3, -6, 6, -2, 3, -1.2
> CN(C)S(=O)(=O)c1cccc(NC(=O)CCc2nc3sc4c(c3c(=O)[nH]2)CCCC4)c1
  -17, 3, -6, -4, 3, -10, 17, 9, -1, 1.1
> O=C(CN1N=C(c2ccccc2)CCC1=O)NCc1ccccc1
  -4, 2, -11, -4, -3, 13, 4, 10, -1, 2.1

Some of these compounds in order of their number in SR-BI uptake up, low to high:
molecule	SR-BI uptake up	PvdQ inh	MITF TRPM1 HTS	cardiac RTF act	dFosB activator	SR-BI HDL uptake	Rtt109 HAT inh	Wnt bcat act	CDK5 inh
CN(C)S(=O)(=O)c1cccc(NC(=O)CCc2nc3sc4c(c3c(=O)[nH]2)CCCC4)c1	-17	3	-6	-4	-10	17	9	-1	1.1
N#Cc1ccccc1NC(=O)CSc1n[nH]c(-c2ccco2)n1	11	-9	-5	6	-1	-11	-1	-3	0.7
Cc1sc2ncnc(OCc3nnc(-c4cccs4)o3)c2c1C	13	-5	-9	-5	-10	-13	3	-1	-0.9

(more compounds)
Every second line gives: SR-BI uptake up, PvdQ inh, MITF TRPM1 HTS, cardiac RTF act, HTR5A ag ctr, dFosB activator, SR-BI HDL uptake, Rtt109 HAT inh, Wnt bcat act, CDK5 inh
> O=C(Nc1ccc(CN2CCOCC2)cc1)c1cccc(-c2cc3ccccc3oc2=O)c1
  -35, -10, 3, 8, -3, -14, 35, -3, -2, -5.1
> CCCCSc1nn[nH]n1
  36, 7, -3, 5, 3, -6, -36, -3, -1, 8.9
> O=C(c1ccc(Cl)nc1)N1CCc2ccccc2C1
  -1, -4, 2, -2, 7, 5, 1, 0, 1, -1.1
> Cc1cccc(-n2ncc3c(N4CCOCC4)ncnc32)c1
  6, -13, -54, -1, 1, -6, -6, -3, -4, 3.8
> COc1ccccc1NC(=O)c1ccccc1N(Cc1ccccc1)S(C)(=O)=O
  9, -25, ·, -3, 8, -7, -9, 7, -1, -2.9
